MEX-5 binding – MEX-5 zinc finger RNA-binding disruptors – biochemical, C. elegans, fluorescence polarization, MLPCN library, primary screen. Zinc finger protein mex-5 (Caenorhabditis elegans), Q9XUB2. MEX-5/FITC-TCR2 RNA binding; hits give low values. activity score (negative = inhibition of binding), % at 10 µM. hit rate 0.38% among 300,000;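 active means inhibition past about -25% in most replicates, and total fluorescence under double the plate's negative control median, limit read from the data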;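 further: 0% = DMSO and -100% = 5 µM competing unlabeled TCR2 RNA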
MCL1-BIM inh – inhibitors of MCL1 binding to BIM-BH3, primary screen, biochemical, fluorescence polarization. Induced myeloid leukemia cell differentiation protein Mcl-1 (Homo sapiens), Q07820. GST-MCL1 / FITC-Bim-BH3 fluorescence polarization. inhibition, % at 10.9 µM. hit rate 0.68% among 320,000. AID 2057, 2009;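 active means inhibition above the mean inhibition of all tested compounds plus 3 SD, set per campaign, cut at about 40% in these data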;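 further: 0% = DMSO wells and 100% = unlabeled Bim-BH3 peptide control; higher means more loss of mP so more displacement of Bim peptide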
PME-1 primary – PME-1 inhibitors via competitive probe labeling, primary screen, biochemical, fluorescence polarization, FP-Rh probe, HTS; Protein phosphatase methylesterase 1 (Homo sapiens), Q9Y570; recombinant PME-1; inhibition, % at 5.9 µM; hit rate 0.53% among 320,000;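 active means inhibition above the campaign mean of all compounds plus 3 SD, cut at about 26% in these data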;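 further: competitive labeling of PME-1 active site by serine hydrolase directed probe; 0% = PME-1 with DMSO and 100% = wells lacking PME-1 enzyme; inhibitors block probe labeling so polarization falls and inhibition rises; many of its hits are not listed in these tables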
AHR act – AHR activators, primary screen, cell-based, luminescence, luciferase reporter, human; activation, % at 5 µM; AHR-responsive luciferase reporter cells; Aryl hydrocarbon receptor (Homo sapiens), P35869; hit rate 2.5% among 320,000; in the data active means activation above about 47%;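 further: 0% = vehicle wells and 100% = reference agonist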
Target sequence (P35869 whole entry, looked up): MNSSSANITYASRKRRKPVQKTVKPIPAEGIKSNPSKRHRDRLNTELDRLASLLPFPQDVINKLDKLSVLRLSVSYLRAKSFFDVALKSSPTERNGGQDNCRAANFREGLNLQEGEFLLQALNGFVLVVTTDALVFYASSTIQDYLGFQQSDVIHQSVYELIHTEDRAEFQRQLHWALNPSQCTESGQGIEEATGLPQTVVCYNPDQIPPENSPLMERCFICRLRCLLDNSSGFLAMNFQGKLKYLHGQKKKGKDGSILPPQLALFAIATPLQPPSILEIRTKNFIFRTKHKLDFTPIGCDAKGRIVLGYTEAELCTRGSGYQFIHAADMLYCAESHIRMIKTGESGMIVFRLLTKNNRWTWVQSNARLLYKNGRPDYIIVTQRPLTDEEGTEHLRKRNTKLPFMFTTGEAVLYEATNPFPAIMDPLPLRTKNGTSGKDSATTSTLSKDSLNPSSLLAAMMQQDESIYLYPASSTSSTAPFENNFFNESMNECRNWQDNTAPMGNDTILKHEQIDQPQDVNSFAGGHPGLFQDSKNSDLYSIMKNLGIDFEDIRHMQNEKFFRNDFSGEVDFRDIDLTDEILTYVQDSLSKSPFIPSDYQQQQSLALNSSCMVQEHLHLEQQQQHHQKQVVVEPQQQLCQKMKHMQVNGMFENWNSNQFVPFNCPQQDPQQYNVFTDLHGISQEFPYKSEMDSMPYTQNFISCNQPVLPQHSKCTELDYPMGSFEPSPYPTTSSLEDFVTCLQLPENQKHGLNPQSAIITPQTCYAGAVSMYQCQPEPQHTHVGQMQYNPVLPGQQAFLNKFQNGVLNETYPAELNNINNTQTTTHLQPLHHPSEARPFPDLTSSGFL
pPAFAH FP inh – pPAFAH enzyme inhibitors, primary screen, biochemical, fluorescence polarization, human | Platelet-activating factor acetylhydrolase (Homo sapiens), Q13093 | recombinant pPAFAH, FP-rhodamine probe fluorescence polarization | AID 463082, 2010 | hit rate 1.5% among 330,000 | inhibition, % at 3.39 µM;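 active means inhibition above the mean inhibition across the screen plus 3 SD, cut at about 25% in these data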;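 further: inhibitors block binding of the rhodamine activity-based probe so polarization drops; 0% = enzyme with DMSO and 100% = wells lacking pPAFAH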
BCLXL inh – inhibitors of human Bcl-xL, primary screen, biochemical, fluorescence polarization, HTS; Bcl-2-like protein 1 (Homo sapiens), Q07817; GST-Bcl-xL / FITC-Bim BH3 peptide fluorescence polarization; inhibition, % at 10.9 µM; hit rate 0.7% among 320,000; AID 2129, 2009;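 active means inhibition above the mean of all tested compounds plus 3 SD, cutoff set per campaign, cut at about 30% in these data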;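 further: 0% = DMSO wells and 100% = unlabeled Bim-BH3 peptide competitor; inhibitors lower millipolarization by displacing the labeled peptide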
GLD-1 RNA inh – GLD-1/TGE RNA complex disruptors, primary screen, biochemical, fluorescence polarization. hit rate 0.44% among 320,000. Female germline-specific tumor suppressor gld-1 (Caenorhabditis elegans), Q17339. inhibition, % at 5.96 µM. AID 2280, 2010. purified GLD-1 + fluorescein TGE RNA;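 active means percent inhibition above a per-plate cutoff, the plate mean of test compounds plus 3 SD, cut at about 30% in these data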;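 further: 0% = DMSO wells with GLD-1 and probe and 100% = wells lacking GLD-1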
Fam108B inh – mouse Fam108B serine hydrolase inhibitors, primary screen, counter-screen for RBBP9 inhibitor project, biochemical, fluorescence polarization | inhibition, % at 9.51 µM | hit rate 0.33% among 300,000 | recombinant Fam108B, FP-Rh probe fluorescence polarization;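 active means inhibition above the screen mean inhibition plus 3 SD, computed separately per campaign, cut at about 18% in these data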;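 further: inhibitors lower polarization as less probe binds the enzyme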
PAFAH1B2 inh – PAFAH1B2 enzyme inhibitors, primary screen, biochemical, fluorescence polarization, human; AID 492953, 2010; Platelet-activating factor acetylhydrolase IB subunit alpha2 (Homo sapiens), P68402; inhibition, % at 3.39 µM; recombinant PAFAH1B2, FP-rhodamine activity probe; hit rate 1.2% among 340,000;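 active means inhibition above the mean of all tested compounds plus 3 SD, cut at about 24% in these data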;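 further: 0% = enzyme with DMSO and 100% = wells lacking PAFAH1B2; many of its hits are not listed in these tables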
Target sequence (P68402 whole entry, looked up): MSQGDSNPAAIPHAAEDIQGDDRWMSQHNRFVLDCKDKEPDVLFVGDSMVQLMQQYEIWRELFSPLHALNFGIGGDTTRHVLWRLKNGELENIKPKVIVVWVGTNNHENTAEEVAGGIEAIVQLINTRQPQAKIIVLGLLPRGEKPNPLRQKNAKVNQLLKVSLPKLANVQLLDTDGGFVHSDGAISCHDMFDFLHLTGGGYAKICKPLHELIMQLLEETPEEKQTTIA
Active calls of the source: *; nt = no result given. Only part of the results is shown, so the mix of outcomes need not match the whole.

SMILES	MEX-5 binding	MCL1-BIM inh	PME-1 primary	AHR act	pPAFAH FP inh	BCLXL inh	GLD-1 RNA inh	Fam108B inh	PAFAH1B2 inh
COC(=O)C1=C(C)N(Cc2ccccc2)C(=S)N[C@H]1c1ccccc1	-1.0	4	4	0	1	4	6	3	-6
O=C(Nc1ccc(Cl)cc1C(=O)N1CCOCC1)c1ccco1	1.2	6	0	-1	3	7	2	1	-4
O=[N+]([O-])c1ccccc1S(=O)(=O)N/C(=N/S(=O)(=O)c1ccccc1)c1ccccc1	nt	nt	nt	-1	4	nt	6	nt	17
COc1cccc(OCCNC(=O)c2cc(OC)c(OC)c(OC)c2)c1	1.2	10	4	3	0	7	15	4	3
Cc1nc(Cl)c(C(=O)NCc2ccccc2)c(C)c1Cl	-1.4	7	0	-1	-3	5	0	-1	2
Cc1cc(Cl)ccc1NC(=O)CN(C)C1=NS(=O)(=O)c2ccccc21	nt	-2	2	2	3	1	0	nt	-4
CCNC(=O)COC(=O)/C=C/c1ccccc1[N+](=O)[O-]	0.0	-6	0	-4	7	0	-1	1	-1
CCCN(CCC)C1=N/C(=C\c2ccco2)C(=O)N1c1ccccc1	-0.8	-6	1	2	11	2	-2	1	0
Cc1c(CN2CCC(CO)(CCOc3ccccc3)CC2)[nH]c2c(Cl)cccc12	1.3	-1	3	6	2	1	-1	6	4
Cc1cc(C)cc(C(=O)NCC(=O)OCN2C(=O)c3ccccc3C2=O)c1	nt	1	7	-1	1	-6	4	nt	3
CCC(=O)Nc1nnc(SCC(=O)Nc2ccc3c(c2)OCO3)s1	-0.8	4	0	2	3	2	1	8	2
O=C1NC(c2ccc(-c3ccccc3[N+](=O)[O-])o2)C(C(=O)c2ccc(F)cc2)C(O)(C(F)(F)F)N1 (configuration not stated)	-6.2	0	1	6	2	1	0	2	8
Cc1c(NC(=O)C(C)N2C(=O)C3CCCCC3C2=O)c(=O)n(-c2ccccc2)n1C (configuration not stated)	1.1	-4	-11	1	3	5	3	-2	1
O=C(CN1C(=O)/C(=C/c2ccccc2)SC1=S)Nc1ncc(Cc2ccccc2)s1	-0.5	3	-15	1	4	-2	-3	-11	-7
Cc1ccc(C2=NC(C(F)(F)F)(C(F)(F)F)c3c(n(-c4ccc(F)cc4)c(=O)[nH]c3=O)N2)cc1	-0.8	5	7	2	-2	1	7	-5	0
Cc1cccc(-c2nc(C#N)c(NCC3CCCO3)o2)c1 (configuration not stated)	nt	5	-1	8	11	6	5	-3	13
Cn1c(=O)cc(SCC(=O)NCc2ccco2)c2ccccc21	2.1	-1	0	1	-4	-1	6	-3	2
Cc1ccc(/C=C/S(=O)(=O)Nc2ccc(C)cc2)cc1	-0.4	7	1	-2	14	0	6	0	6
COC(=O)[C@]1(C)N[C@H](CN(C)C(=O)NC(C)C)[C@@H]2C(=O)N(C)C(=O)[C@@H]21	nt	nt	nt	1	4	nt	7	nt	2
CCCCNC(=O)c1c(CSc2ccc(Cl)cc2)noc1C(=O)NCCC	-0.5	7	0	-1	0	0	-1	-2	9

Part of the list above, with bars between the fields.
Compound | MEX-5 binding | MCL1-BIM inh | PME-1 primary | AHR act | pPAFAH FP inh | BCLXL inh | GLD-1 RNA inh | Fam108B inh | PAFAH1B2 inh
CCC(=O)Nc1nnc(SCC(=O)Nc2ccc3c(c2)OCO3)s1 | -0.8 | 4 | 0 | 2 | 3 | 2 | 1 | 8 | 2
O=C1NC(c2ccc(-c3ccccc3[N+](=O)[O-])o2)C(C(=O)c2ccc(F)cc2)C(O)(C(F)(F)F)N1 (configuration not stated) | -6.2 | 0 | 1 | 6 | 2 | 1 | 0 | 2 | 8
Cc1c(NC(=O)C(C)N2C(=O)C3CCCCC3C2=O)c(=O)n(-c2ccccc2)n1C (configuration not stated) | 1.1 | -4 | -11 | 1 | 3 | 5 | 3 | -2 | 1
O=C(CN1C(=O)/C(=C/c2ccccc2)SC1=S)Nc1ncc(Cc2ccccc2)s1 | -0.5 | 3 | -15 | 1 | 4 | -2 | -3 | -11 | -7
Cc1ccc(C2=NC(C(F)(F)F)(C(F)(F)F)c3c(n(-c4ccc(F)cc4)c(=O)[nH]c3=O)N2)cc1 | -0.8 | 5 | 7 | 2 | -2 | 1 | 7 | -5 | 0
Cc1cccc(-c2nc(C#N)c(NCC3CCCO3)o2)c1 (configuration not stated) | nt | 5 | -1 | 8 | 11 | 6 | 5 | -3 | 13
Cn1c(=O)cc(SCC(=O)NCc2ccco2)c2ccccc21 | 2.1 | -1 | 0 | 1 | -4 | -1 | 6 | -3 | 2
Cc1ccc(/C=C/S(=O)(=O)Nc2ccc(C)cc2)cc1 | -0.4 | 7 | 1 | -2 | 14 | 0 | 6 | 0 | 6
COC(=O)[C@]1(C)N[C@H](CN(C)C(=O)NC(C)C)[C@@H]2C(=O)N(C)C(=O)[C@@H]21 | nt | nt | nt | 1 | 4 | nt | 7 | nt | 2
CCCCNC(=O)c1c(CSc2ccc(Cl)cc2)noc1C(=O)NCCC | -0.5 | 7 | 0 | -1 | 0 | 0 | -1 | -2 | 9

(more compounds)
SMILES	MEX-5 binding	MCL1-BIM inh	PME-1 primary	AHR act	pPAFAH FP inh	BCLXL inh	GLD-1 RNA inh	Fam108B inh	PAFAH1B2 inh
O=C1CSC(c2cccnc2)N1CC1CC1 (configuration not stated)	-1.4	10	2	0	-5	6	6	0	-3
C[C@@H](C(=O)O)[C@@H]1C[C@@]1(C)[C@@H](NC(=O)OCc1ccccc1)c1ccccc1	1.2	-5	3	1	8	1	-6	-1	0
CCc1ccc(C(C)(O)C(CN2CCOCC2)c2ccccc2)cc1 (configuration not stated)	-0.8	-3	1	-1	3	7	3	2	7
N#Cc1ccccc1CSc1nc(N2CCCCC2)nc(N2CCCCC2)n1	-0.2	14	-7	-3	0	6	-1	-2	0
O=C1c2cccc3c(Cl)ccc(c23)C(=O)N1O	-23	18	-3	18	-5	18	13	-2	3
CC(Cc1ccccc1)C(=O)N[C@@H](CO)Cc1ccccc1 (some centres not stated)	4.7	4	5	-1	3	8	-2	-1	1
CCN(CC)C(=O)CSc1nnc(CNc2ccc(F)cc2)n1Cc1ccco1	2.6	-6	1	5	-5	-2	7	-1	8
N#Cc1c(N)c2ccccn2c1C(=O)c1ccc(Br)cc1	0.3	3	-3	61*	6	4	-1	3	8
O=C(COc1cc(O)c2c(=O)cc(-c3ccccc3)oc2c1)c1ccc(F)cc1	2.7	-1	-16	2	2	3	6	-12	-4
COC(=O)N1C(=O)[C@@](Cc2ccccc2)(c2ccccc2)N1C(=O)OC	0.6	-5	-3	0	6	-2	5	0	-4
Cc1ccc(/C=C/C(=O)c2ccccc2O)cc1	nt	-8	0	1	1	1	2	-3	4
Cn1ncc(Cl)c1C(=O)N1CCC(Cc2ccccc2)CC1	2.3	4	-2	5	5	10	2	0	5
Cc1ccccc1NN=Nc1nc2c([nH]1)c(=O)n(C)c(=O)n2C	nt	11	-2	17	5	11	7	-3	-3
COc1ccccc1CNS(=O)(=O)c1c(C)noc1C	-1.9	-6	1	-1	-1	-1	-2	2	-2
CC(C)Cn1c(N)c(C(=O)CSc2ncnc3sc4c(c23)CCCC4)c(=O)n(C)c1=O	0.3	8	-6	-1	-1	0	2	0	4
O=C(NNC(=O)c1ccccn1)c1cccc([N+](=O)[O-])c1	-7.8	1	0	-1	1	-4	4	-2	-3
COc1ccc(-c2nnc(SCC(=O)c3ccco3)n2-c2ccccc2)cc1	0.2	2	7	4	0	-11	1	-1	-2
CCn1c(SCc2nc3ccccc3c(=O)[nH]2)nc2ccccc21	3.1	-2	14	5	-3	1	-5	0	4
COC(=O)c1c(NC(=O)Nc2ccc(Cl)cc2)sc(C)c1C	nt	-4	-4	39	-8	-4	0	0	7
O=C(Nc1cccc(OC(=O)c2cccnc2)c1)c1cccnc1	4.0	2	0	0	0	3	8	4	2
COc1ccc(Nc2nnc(SCc3cc(=O)n4ccsc4n3)s2)cc1	nt	68*	11	46	22	66*	41*	4	3
CCN(C(=O)Cc1c(C(=O)O)[nH]c2ccccc12)c1ccc(OC)cc1	1.4	0	1	-2	-3	5	1	2	15
CC(Oc1cccc(Br)c1)C(=O)Nc1cccc(S(=O)(=O)N2CCOCC2)c1 (configuration not stated)	nt	nt	nt	-1	3	nt	4	nt	-2
CC(C)c1nc2sc3c(=S)nc[nH]c3c2c2c1CCC2	2.3	1	8	-2	2	5	11	3	8
O=C(Nc1c2c(nn1-c1ccc(Cl)cc1)CS(=O)(=O)C2)c1ccccc1	0.4	2	5	0	8	3	7	-2	9
CCCCCCSc1cc(-c2nc3ccc(Cl)cn3c2NCCCC)ccc1OC	-2.0	8	5	2	7	5	1	0	8
C/C(=N\OCC(=O)Nc1ccc(Br)cc1)c1cccs1	2.4	4	-1	10	-2	2	-2	-5	3
O=Nc1c(O)n(Cc2ccc(Cl)c(Cl)c2)c2ccccc12	-0.7	15	-51	-3	-33	14	9	-13	-14
COc1cc(CN2CCN(S(=O)(=O)c3ccccc3)CC2)cc(OC)c1OC	-4.9	1	-3	1	5	0	1	2	2
CCC(=O)N1CCc2cc(Br)cc(S(=O)(=O)NCc3ccco3)c21	-4.2	-1	3	0	4	4	1	4	-4
COc1cc(O)c2c(=O)c3c(O)ccc(O)c3oc2c1	nt	nt	nt	3	17	nt	13	nt	-5
CCCn1ccc2c(OCC(=O)Nc3ccc(NC(C)=O)cc3)cccc2c1=O	0.8	3	-7	0	5	2	-3	-2	-3
CCCN1C(=O)c2cc(C(=O)Nc3ccc(OC)cc3OC)ccc2C1Nc1ccc(OC)cc1OC (configuration not stated)	-5.7	-1	5	107*	11	-1	-8	1	3
O=c1[nH]c(=O)n(Cc2ccc(Oc3ccccc3)cc2)cc1Br	0.0	-4	-3	1	5	0	5	3	-1
Cn1cc(CN2CCC(C(O)CCc3ccccc3)CC2)c(-c2ccccc2F)n1 (configuration not stated)	0.1	1	-7	-4	5	3	-1	-4	4
O=C(NCc1n[nH]c(=O)c2ccccc12)C1CC(=O)N(c2ccc(Cl)cc2)C1 (configuration not stated)	-0.7	0	3	7	0	1	-2	3	4
CN(C(=O)CSc1cc(C(=O)c2nccn2C)c2ccccc2n1)c1ccccc1	-2.6	5	6	3	1	5	2	-2	5
COc1ccc(S(=O)(=O)N2CCCCC2)cc1NC(=O)C1CCCO1 (configuration not stated)	0.6	-6	7	2	0	2	-3	10	6
COC(=O)c1[nH]c2ccc(Br)cc2c1NC(=O)Oc1ccccc1	-0.9	12	22	48*	-2	14	-1	-15	7
Cc1cc(C(F)(F)F)nn1C(=O)c1cccnc1Cl	-0.8	5	6	-2	3	5	6	-4	-1
